RAD54 inh – RAD54 (human) branch migration inhibition; inhibition, % at 10.4 µM; hit rate 0.14% among 360,000; RAD54 Holliday junction branch migration, FAM/BHQ fluorescence; Q92698;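 active = mean normalized replicate activity at least 40 and at least half of replicates scoring 40 or more; inconclusive = only one of the two criteria met; inactive = mean below 40 and under half of replicates reaching 40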;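 also: 0% = median of neutral control wells and 100% = median of positive control wells; inhibitors cause a drop in the FAM fluorescence signal; in these data hits start at about 50%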
Target sequence (Q92698 whole entry, looked up): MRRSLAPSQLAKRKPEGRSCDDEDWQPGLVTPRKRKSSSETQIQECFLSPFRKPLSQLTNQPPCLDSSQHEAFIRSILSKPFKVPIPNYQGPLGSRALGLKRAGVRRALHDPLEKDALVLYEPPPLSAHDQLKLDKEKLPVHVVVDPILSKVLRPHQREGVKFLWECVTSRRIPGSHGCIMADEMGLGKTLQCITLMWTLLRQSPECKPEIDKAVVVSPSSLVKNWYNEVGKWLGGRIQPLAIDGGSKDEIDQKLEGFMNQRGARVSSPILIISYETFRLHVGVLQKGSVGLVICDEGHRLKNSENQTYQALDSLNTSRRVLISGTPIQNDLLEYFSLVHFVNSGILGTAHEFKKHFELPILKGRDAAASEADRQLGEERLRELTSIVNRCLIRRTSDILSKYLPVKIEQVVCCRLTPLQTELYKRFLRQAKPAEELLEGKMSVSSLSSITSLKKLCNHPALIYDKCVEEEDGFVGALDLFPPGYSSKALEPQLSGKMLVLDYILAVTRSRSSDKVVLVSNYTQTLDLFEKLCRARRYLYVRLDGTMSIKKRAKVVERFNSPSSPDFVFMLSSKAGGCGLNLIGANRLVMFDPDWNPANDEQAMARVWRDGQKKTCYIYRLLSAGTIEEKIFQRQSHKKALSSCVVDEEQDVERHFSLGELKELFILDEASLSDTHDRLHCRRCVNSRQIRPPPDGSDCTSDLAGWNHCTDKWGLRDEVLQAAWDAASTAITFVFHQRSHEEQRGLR
esBAF inh – SWI/SNF esBAF complex inhibition; hit rate 2% among 350,000; mouse ES cells, Bmi1-luciferase knock-in reporter, 24 h; 100% = twice the neutral-well signal; reporter increase, % at 12.5 µM; AID 602393; in the data active = activation above about 40%; inconclusive = no clear call, values can overlap the other calls;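 also: 0% = median of the plate's neutral control wells and 100% = double that signal; a rise in the Bmi1 reporter signal indicates esBAF inhibition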
* marks the source's active call; other numbers are inactive results; u = inconclusive.

(1) O=C(CCNc1ccccc1)c1ccc2c(c1)OCO2
(2) Cc1nc2ncccn2c1-c1csc(NCc2ccco2)n1
(3) CCS(=O)(=O)c1ccc2oc(SCC(=O)NC34CC5CC(CC(C5)C3)C4)nc2c1
(4) Oc1ccc(N2Cc3ccccc3C2)cc1
(5) O=C1NCCN1Cc1ccc(F)cc1
(6) Cc1ccc(S(=O)(=O)NC(CC(=O)N2CCc3ccccc32)c2ccco2)cc1 (centres undefined)
(7) CC1CC(=S)Nc2ccccc2S1 (centres undefined)
(8) CCn1c(CCNC(=O)c2ccc(OC)cc2)nnc1SCc1ccc(Cl)cc1Cl
(9) Cc1ccc(-c2ccc(SCC(=O)Nc3nonc3C)nn2)cc1
(10) COc1ccc(-n2c(SCC(=O)NCCC(C)C)nc3ccsc3c2=O)cc1
assay / entry | 1 | 2 | 3 | 4 | 5 | 6 | 7 | 8 | 9 | 10
esBAF inh | 92* | -10 | -10 | 13 | -10 | 0 | -1 | -2 | -3 | 4
RAD54 inh | 11 | -7 | 1 | -9 | -6 | 4 | 1 | 8 | 1 | 7

(11) C/C=C/C(=O)OCC(=O)Nc1ccc(F)cc1Cl
(12) CCS(=O)(=O)N1CCC(C(=O)NCc2ccccn2)CC1
(13) CCC(=O)N1CCN(c2ccccc2NC(=O)Cc2ccc(Cl)cc2)CC1
(14) Cc1oc(-c2ccccc2)[n+]([O-])c1C
(15) CN(C)C(CNC(=O)c1cccc(S(=O)(=O)N(C)C)c1)c1ccccc1 (centres undefined)
(16) O=C(CN1CCCCCC1)Nc1cccc(Br)c1
(17) CCOC(=O)c1c(NC(=O)COC(=O)CCOc2ccc(OCC)cc2)sc(C(=O)N(C)C)c1C
(18) COc1ccccc1N1CC(C(=O)OC(C)C(=O)N2CCCc3ccccc32)CC1=O (centres undefined)
(19) O=C(NCc1ccc2c(c1)OCO2)c1ccc(S(=O)(=O)NCC2CCCO2)cc1 (centres undefined)
(20) Cc1ccccc1-n1c(=O)c2ccccc2n2nnnc12
assay / entry | 11 | 12 | 13 | 14 | 15 | 16 | 17 | 18 | 19 | 20
esBAF inh | -8 | -8 | -14 | -5 | 11 | 8 | -6 | 2 | 4 | -13
RAD54 inh | 4 | 5 | -13 | -1 | 0 | 2 | -8 | -2 | -6 | -7

From no. 18 up to 20, copied from above:
(18) COc1ccccc1N1CC(C(=O)OC(C)C(=O)N2CCCc3ccccc32)CC1=O (centres undefined)
(19) O=C(NCc1ccc2c(c1)OCO2)c1ccc(S(=O)(=O)NCC2CCCO2)cc1 (centres undefined)
(20) Cc1ccccc1-n1c(=O)c2ccccc2n2nnnc12
assay / entry | 18 | 19 | 20
esBAF inh | 2 | 4 | -13
RAD54 inh | -2 | -6 | -7

Taken from above.
Entry for COc1ccccc1N1CC(C(=O)OC(C)C(=O)N2CCCc3ccccc32)CC1=O (centres undefined) under esBAF inh: 2
Entry for CCS(=O)(=O)N1CCC(C(=O)NCc2ccccn2)CC1 under esBAF inh: -8
Entry for CCOC(=O)c1c(NC(=O)COC(=O)CCOc2ccc(OCC)cc2)sc(C(=O)N(C)C)c1C under esBAF inh: -6
Entry for O=C(NCc1ccc2c(c1)OCO2)c1ccc(S(=O)(=O)NCC2CCCO2)cc1 (centres undefined) under esBAF inh: 4
Entry for O=C(CN1CCCCCC1)Nc1cccc(Br)c1 under esBAF inh: 8
Entry for CCC(=O)N1CCN(c2ccccc2NC(=O)Cc2ccc(Cl)cc2)CC1 under RAD54 inh: -13

Continuation:
(21) CCOC(=O)C1CCN(C(=O)CCN2C(=O)C3C4C=CC(C4)C3C2=O)CC1 (centres undefined)
(22) CCCCOC(=O)Nc1ccc(OC)cc1S(=O)(=O)N1CCOCC1
(23) CC(=O)n1cc(Nc2ccccc2C(=O)O)c2ccccc21
(24) O=C(NC1CCCCC1)N(Cc1nc2ccccc2c(=O)[nH]1)C1CCCC1
(25) COc1ccc(C2=[N+]([O-])C(C)(C)N(O)C2C)cc1 (centres undefined)
(26) Cc1ccc(O)c(C(=O)c2coc(=N)c(C(=O)NC(C)C)c2)c1
(27) COC(=O)c1cnc2c(C(F)(F)F)cccc2c1OC
(28) CCOC(=O)C1CCN(CC(=O)c2c(C)[nH]c3cc(C)ccc23)CC1
(29) Cc1ccc(NC(=O)c2cccc3c2-c2ccccc2C3=O)cc1C
(30) Cc1nc2cc(-c3sccc3-n3cccc3)nn2c(C)c1C
assay / entry | 21 | 22 | 23 | 24 | 25 | 26 | 27 | 28 | 29 | 30
esBAF inh | -13 | -6 | -7 | 3 | -5 | 0 | -11 | 1 | -9 | 12
RAD54 inh | -2 | 1 | -3 | 0 | -11 | 7 | 6 | 5 | -2 | -6

(31) COc1cc(OC)cc(C(=O)N[C@H](C(=O)OCC(=O)c2ccc3c(c2)NC(=O)CO3)C(C)C)c1
(32) CCOC(=O)N1CCC(Nc2ncnc3c2cnn3-c2ccccc2)CC1
(33) O=C(NNC(=O)C1CC1c1ccccc1)Nc1cccc(Cl)c1 (centres undefined)
(34) N#CC(C(=O)NC1CCCCC1)c1nc2ccccc2nc1N1CCN(c2ccccc2F)CC1 (centres undefined)
(35) Cc1cc(Cl)c(S(=O)(=O)Nc2ccc3c(c2)OCO3)cc1OCC(=O)NC1CCCCC1
(36) CCOC(=O)c1ccc(CNC(=O)CCC(=O)O)cc1
(37) CCc1nc2c(OCc3c(C)noc3C)cccn2c1N(C)C(=O)C(C)C
(38) CCc1nnc(NC(=O)c2nc3nccc(C)n3n2)s1
(39) Cc1ccc2cc(CN(CCN3CCCC3)C(=O)Nc3ccccc3)c(=O)[nH]c2c1C
(40) Cc1ccc(-n2nc(C(=O)O)cc2-c2ccccc2)cc1
assay / entry | 31 | 32 | 33 | 34 | 35 | 36 | 37 | 38 | 39 | 40
esBAF inh | 8 | 6 | -12 | 3 | -6 | 7 | 2 | -4 | -8 | -4
RAD54 inh | -5 | -3 | 6 | -6 | 7 | -2 | -5 | 1 | -1 | -14

(41) COc1ccc(C(=O)CSc2nnc(-c3cccnc3)n2Cc2ccco2)cc1
(42) COc1ccc(OC)c(NC(=O)C(CC(=O)O)Cc2ccc(Cl)cc2)c1 (centres undefined)
(43) COc1ccc(C(=O)c2oc3nc(C)cc(C)c3c2N)cc1
(44) O=C(N1CCCC1)C12CC3CC(CC(C3)C1)C2
(45) CCCCNc1nc(-c2ccccc2)nc(-n2ccnc2)n1
(46) COc1cccc(CNn2cnnc2)c1OCc1ccccc1F
(47) O=C(O)COc1ccc(/C=C/C(=O)c2ccc3ccccc3c2)cc1
(48) Cc1ccc(S(=O)(=O)NC2CCOC(C)(C)C2)cc1 (centres undefined)
(49) CCN(CC)C(=O)CSc1nc2ncc(Br)cc2[nH]1
(50) COc1ccc(CNC(=O)COC(=O)c2cc(-c3ccc(Cl)s3)nc3ccccc23)cc1
assay / entry | 41 | 42 | 43 | 44 | 45 | 46 | 47 | 48 | 49 | 50
esBAF inh | 1 | 9 | 11 | -9 | -5 | -7 | -9 | -8 | 1 | 7
RAD54 inh | 1 | 3 | -3 | 5 | -10 | -1 | 10 | -3 | -7 | -11

3 entries out of the list above, arranged by their value in esBAF inh, high to low.
# | SMILES | esBAF inh
43 | COc1ccc(C(=O)c2oc3nc(C)cc(C)c3c2N)cc1 | 11
41 | COc1ccc(C(=O)CSc2nnc(-c3cccnc3)n2Cc2ccco2)cc1 | 1
44 | O=C(N1CCCC1)C12CC3CC(CC(C3)C1)C2 | -9

(next part)
(51) CCOc1ccc(N2CC(C(=O)OC)CC2=O)cc1 (centres undefined)
(52) CCn1c(-c2ccc(-c3ccccc3)cc2)c[nH]c1=S
(53) Cc1cc(NC(=O)Nc2cccs2)no1
(54) CCOc1ccc(C(=O)OCc2nnc(-c3cccs3)o2)cc1OC
(55) Cn1cc(-c2nnnn2-c2ccc(Cl)cc2)c(C(F)(F)F)n1
(56) Cc1cc(C)n(CNc2nc(C(F)(F)F)cs2)n1
(57) COc1ccc(NCCC#N)cc1
(58) CC(C)(C)NC(=O)C(c1ccncc1)N(Cc1cccs1)C(=O)Cn1nnc(-c2cccs2)n1 (centres undefined)
(59) COc1ccc(NC(=O)Nc2cccc3cccnc23)cc1
(60) Cc1cc(NC(=O)CCC(=O)N(CC(=O)NCC2CCCO2)Cc2ccc(F)cc2)no1 (centres undefined)
assay / entry | 51 | 52 | 53 | 54 | 55 | 56 | 57 | 58 | 59 | 60
esBAF inh | -4 | 36 | 1 | -6 | 6 | -3 | -3 | 0 | 3 | -3
RAD54 inh | -20 | 1 | 6 | -1 | -2 | 5 | 0 | 1 | 10 | -4

(61) CCOC(=O)N1CCN(C(=O)c2cnc(Nc3ccccc3OC)c3ccccc23)CC1
(62) CS(=O)(=O)N(CC(=O)N1CCCCCC1)c1ccc(Br)cc1
(63) CCOC(=O)c1c(C)n(C)c2ccc(OC)c(NC(=O)CN3CCSCC3)c12
(64) O=C(OCC(=O)N1CCc2ccccc21)c1ccc[n+]([O-])c1
(65) C=CCNC(=O)C(=O)c1cccn1-c1ccsc1C(=O)OC
(66) CC1(C)Cc2c(c(-c3ccccc3)nc(N3CCOCC3)c2C(N)=O)CO1
(67) COc1ccc(-c2[nH]ncc2/C=N\NS(=O)(=O)c2ccccc2)cc1OC
(68) COc1ccc(OC)c(C(=O)COC(=O)CNC(=O)C2CCCCC2)c1
(69) CC(C)(C)S(=O)(=O)c1cnc2c(-c3ccc(F)cc3)cnn2c1N
(70) CCOC(=O)C1CCCN(C(=O)c2sc3nc(C)nc(N4CCOCC4)c3c2C)C1 (centres undefined)
assay / entry | 61 | 62 | 63 | 64 | 65 | 66 | 67 | 68 | 69 | 70
esBAF inh | 8 | -1 | -5 | 5 | 1 | 3 | -1 | 4 | u | 4
RAD54 inh | -2 | -25 | 2 | -7 | -3 | -1 | 0 | -7 | 3 | -14

(71) COc1ccc(-n2c3c(cc(C(=O)N4CCN(CCO)CC4)c2=O)C(=O)CC(C)(C)C3)cc1
(72) COc1ccc(CC(=O)OCC(=O)NC(=O)NC2CCCCC2)cc1
(73) CN1CCN(C2=C(Cl)C(=O)C(c3cnc(N4CCCCC4)s3)=C(Cl)C2=O)CC1
(74) COC(=O)c1ccn(C(=O)c2ccc(Cl)cc2)n1
(75) CCc1nnc(NC(=O)CSc2ccc(-c3nc4ccccc4[nH]3)cn2)s1
(76) COc1ccc(NC(=O)c2ccco2)cc1NC(=O)c1ccco1
(77) CC(C(=O)NC1CCCCCC1)N(c1ccccc1)S(C)(=O)=O (centres undefined)
(78) O=S(=O)(Cc1ccccc1Cl)N1CCN(Cc2ccc3c(c2)OCO3)CC1
(79) COc1ccc(N(CC(=O)NCC2CCCO2)C(=O)CCC(=O)Nc2nccs2)cc1 (centres undefined)
(80) O=C(c1cccs1)N1CCC(c2nc3c(nnn3Cc3ccccc3)c(=O)[nH]2)CC1
assay / entry | 71 | 72 | 73 | 74 | 75 | 76 | 77 | 78 | 79 | 80
esBAF inh | -1 | -1 | -3 | -2 | u | 0 | -6 | -1 | 2 | 4
RAD54 inh | -1 | 8 | 5 | -5 | -2 | -8 | -9 | -9 | 1 | 0

(81) CCOC(=O)NC1(C(F)(F)F)C(=O)N(Cc2ccccn2)C2=C1C(=O)CC(C)(C)C2 (centres undefined)
(82) Cc1[nH]ccc(=O)c1OCc1ccccc1
(83) CCN1C(=O)/C(=C\N(C(C)=O)c2ccccc2)OC1=S
(84) Cc1ccc(NC(=S)NCCC(c2ccccc2)c2ccccc2)c(C)c1
(85) Cc1cccc(C(=O)NC(NCc2ccco2)C(Cl)(Cl)Cl)c1 (centres undefined)
(86) COC1CCCCC1Nc1cccc(SC)c1 (centres undefined)
(87) CCOC(=O)Cc1csc(NC(NC(=O)CC)(C(F)(F)F)C(F)(F)F)n1
(88) COc1ccc2cc3cc(C(=O)NCCc4ccc(OC)c(OC)c4)oc3nc2c1
(89) CCOc1ccc(CN(CCO)CCO)cc1[N+](=O)[O-]
(90) CCOc1ccc(C(=O)CN2CCN(S(=O)(=O)c3ccc(Br)cc3)CC2)cc1
assay / entry | 81 | 82 | 83 | 84 | 85 | 86 | 87 | 88 | 89 | 90
esBAF inh | -5 | -5 | 45* | 3 | 0 | 1 | -7 | -3 | 1 | -7
RAD54 inh | -2 | -13 | 0 | -3 | 7 | 2 | -1 | 7 | -15 | -14

Some of the entries so far, with values under each structure.
Order of values – esBAF inh | RAD54 inh
86	COC1CCCCC1Nc1cccc(SC)c1 (centres undefined)
→ 1 | 2
84	Cc1ccc(NC(=S)NCCC(c2ccccc2)c2ccccc2)c(C)c1
→ 3 | -3
83	CCN1C(=O)/C(=C\N(C(C)=O)c2ccccc2)OC1=S
→ 45* | 0
81	CCOC(=O)NC1(C(F)(F)F)C(=O)N(Cc2ccccn2)C2=C1C(=O)CC(C)(C)C2 (centres undefined)
→ -5 | -2

Carrying on.
(91) CCOC(=O)Cc1cnc(NC(=O)Cn2nnc(-c3ccc(OCC)cc3)n2)s1
(92) Cc1cc(C)n(-c2nc3ccccc3n3cnnc23)n1
(93) COc1ccc(Cn2nnnc2C(c2ccccn2)N2CCN(c3cc(Cl)ccc3C)CC2)cc1 (centres undefined)
(94) C/C(CC(=O)Nc1ccc(Cl)cc1Cl)=N\NC(N)=S
(95) COc1ccc(C2CC(C(F)(F)F)n3ncc(C(=O)O)c3N2)cc1OC (centres undefined)
(96) Nc1nc(C2CC2)c(Sc2sc(N)nc2C2CC2)s1
(97) CCOC(=O)c1ccc(NC(=O)C2(c3ccc(OC)cc3)CCCC2)cc1
(98) CCC(Oc1ccccc1)C(=O)N1CCN(CC)CC1 (centres undefined)
(99) Cc1ccc(OCC(=O)Nc2ccc(O)c(-c3nc4ccccc4o3)c2)cc1
assay / entry | 91 | 92 | 93 | 94 | 95 | 96 | 97 | 98 | 99
esBAF inh | -15 | -6 | -2 | -6 | -12 | 9 | -5 | -5 | 54*
RAD54 inh | 2 | -6 | 4 | -1 | 3 | -10 | -2 | 6 | 4

This is a subset, so the mix of outcomes need not match the whole.
